MEKK2 WT-MEK5: modulators of MEK5 binding to wildtype MEKK2, primary screen, biochemical, multiplex bead flow cytometry, Alexa488-MEK5. Mitogen-activated protein kinase kinase kinase 2 (Homo sapiens), Q9Y2U5. Alexa488-MEK5 binding to MEKK2 WT; actives lie on both sides. binding response (% of control), % at 10 µM. 290,000 tested, 1.1% active; in the data active = binding response below about 67% or above about 130%
PfM18AAP inh: PfM18AAP inhibitors, malaria aminopeptidase, primary screen, biochemical, QFRET, recombinant enzyme. 290,000 tested, 1.2% active. H-Glu-NHMec fluorogenic cleavage. inhibition, % at 7.35 µM;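 active = inhibition above the campaign mean inhibition over all tested compounds plus 3 SD, cut at about 28% in these data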;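 also: 0% = plate median of test compound wells and 100% = 2 mM ZnCl2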
DNA FID counter: compounds displacing fluorescent DNA intercalator, primary screen, artefact control for HCV NS3 helicase inhibitor project, biochemical, FID fluorescence | DNA fluorescent intercalator displacement | inhibition, % at 7.9 µM | 290,000 tested, 0.17% active; in the data active = inhibition above about 37%;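 also: 0% = vehicle and 100% = reference compound; higher means more ethidium bromide displaced from hairpin DNA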
NALP1 yeast inh: NALP1 inflammasome inhibitors in reconstituted yeast, colorimetric, S. cerevisiae, triplicate retest; S. cerevisiae NALP1/ASC/caspase-1 growth, X-gal OD620, 72 h; inhibition, % at 10 µM; 280,000 tested, 0.61% active; AID 2071, 2009; in the data active = inhibition mostly above about 24%, no sharp cut-off; inactive = mostly below about 32%; also: some compounds called inactive have numbers as strong as hits
OXTR ag: human OXTR agonists, primary screen, fluorescence, CHO-OTR cells, Fluo-8 calcium; Fluo-8 calcium fluorescence; normalized: DMSO 0%, oxytocin 100%; activation, % at 3 µM; 320,000 tested, 0.32% active; Oxytocin receptor (Homo sapiens), P30559;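 active = activation above the mean of all tested compounds plus 3 SD, cutoff set per screening run, cut at about 20% in these data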;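 also: peak over basal fluorescence ratio from a 100 s FLIPR kinetic read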
Target sequence (P30559 whole entry, looked up): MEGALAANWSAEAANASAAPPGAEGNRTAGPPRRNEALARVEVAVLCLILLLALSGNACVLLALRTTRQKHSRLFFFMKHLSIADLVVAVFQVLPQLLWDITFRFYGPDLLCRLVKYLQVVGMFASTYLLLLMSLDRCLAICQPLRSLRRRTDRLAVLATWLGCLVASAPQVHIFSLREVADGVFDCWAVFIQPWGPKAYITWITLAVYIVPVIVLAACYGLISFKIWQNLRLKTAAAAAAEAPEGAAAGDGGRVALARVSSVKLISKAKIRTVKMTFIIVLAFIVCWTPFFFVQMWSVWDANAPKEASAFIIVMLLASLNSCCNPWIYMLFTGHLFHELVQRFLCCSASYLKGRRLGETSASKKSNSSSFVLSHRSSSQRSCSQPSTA
MEKK2mut PB1 HTS: MEK5 binding signal on mutant MEKK2 PB1, primary screen, biochemical, multiplex bead flow cytometry, Alexa488-MEK5. percent response, % at 10 µM. Alexa488-MEK5 binding to MEKK2 mutant. 290,000 tested, 0.35% active; in the data active = percent response above about 24%, passing the limit was not always enough; also: inactives centre near 1; some results filed as inactive read as strong as hits; reference of the scale not given here
MEKK3 PB1 HTS: modulators of MEKK3-MEK5 PB1 binding, primary screen, biochemical, wildtype MEKK3, multiplex bead flow cytometry, Alexa488-MEK5; Mitogen-activated protein kinase kinase kinase 3 (Homo sapiens), Q99759; bead-based flow cytometry, Alexa488-MEK5 binding to MEKK3; actives lie on both sides; 0 = blocked by unlabeled MEK5, 100 = vehicle; binding response (% of control), % at 10 µM; 290,000 tested, 1.4% active;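 active = binding response more than 3 SD above or below the average of its plate-row segment, actives on both sides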;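 also: Alexa488 bead fluorescence after subtracting the streptavidin-only scavenger bead signal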
Target sequence (Q99759 whole entry, looked up): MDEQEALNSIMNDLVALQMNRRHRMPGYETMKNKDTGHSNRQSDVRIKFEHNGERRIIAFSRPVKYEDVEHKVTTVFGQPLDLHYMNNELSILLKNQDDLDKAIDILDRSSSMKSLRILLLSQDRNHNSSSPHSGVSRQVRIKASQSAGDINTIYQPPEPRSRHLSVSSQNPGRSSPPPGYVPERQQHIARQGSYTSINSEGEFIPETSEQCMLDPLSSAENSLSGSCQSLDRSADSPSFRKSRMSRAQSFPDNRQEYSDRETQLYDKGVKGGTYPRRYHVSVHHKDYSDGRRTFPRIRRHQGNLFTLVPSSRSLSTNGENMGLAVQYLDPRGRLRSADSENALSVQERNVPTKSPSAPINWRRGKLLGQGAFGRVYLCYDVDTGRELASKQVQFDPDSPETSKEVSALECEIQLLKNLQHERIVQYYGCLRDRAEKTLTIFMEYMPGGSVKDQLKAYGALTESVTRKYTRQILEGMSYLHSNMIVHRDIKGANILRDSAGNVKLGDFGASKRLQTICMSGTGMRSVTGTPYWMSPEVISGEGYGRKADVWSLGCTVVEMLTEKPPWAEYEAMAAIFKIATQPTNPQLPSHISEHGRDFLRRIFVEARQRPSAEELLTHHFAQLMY
GPR7 antagonist: GPR7 receptor antagonists, primary screen, cell-based, fluorescence, single concentration | 290,000 tested, 1.1% active | inhibition, % at 4.4 µM | GPR7-expressing cells, fluorescence antagonist assay; in the data active = inhibition above about 16%, passing the limit was not always enough;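 also: cells stimulated with the agonist NPW; 0% = agonist with vehicle and 100% = vehicle without agonist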
PHOSPHO1 inh: PubChem AID 1565. recombinant PHOSPHO1, absorbance phosphatase assay. inhibition, % at 13.3 µM. 290,000 tested, 1.1% active; in the data active = inhibition above about 60%
Numbers without * were called inactive; / = not tested or not shown; [ ] = another dose, or the depositor's remark.

Sample of the layout:
SMILES	MEKK2 WT-MEK5	PfM18AAP inh	DNA FID counter	NALP1 yeast inh	OXTR ag	MEKK2mut PB1 HTS	MEKK3 PB1 HTS	GPR7 antagonist	PHOSPHO1 inh
CCc1nnc(NC(=O)C2=CCN(S(=O)(=O)c3ccccc3)CC2)s1	99	-5	-20	-38	-0.3	0	107	-18	32
Cn1c(=O)c(=O)n(C)c2cc(S(=O)(=O)CCC(=O)N3CCOCC3)ccc21	101	-14	1	21	0.8	1	100	-9	38
O=C1OC(N2CCN(C(=O)C3CCCO3)CC2)c2ccccc21 (stereo unspecified)	101	-2	0	3	0.8	1	101	3	-2
CCCC(=O)Oc1cccc(C2NC(=O)c3ccccc3O2)c1 (stereo unspecified)	107	-3	-19	7	-0.1	9	109	0	13
O=C(CCN1C(=O)c2ccccc2C1=O)C1=NN[C@@H]2C(=O)N(c3cccc(F)c3)C(=O)[C@H]12	97	1	-16	35	-0.1	-1	105	-4	5

Results, from the first entry:
SMILES	MEKK2 WT-MEK5	PfM18AAP inh	DNA FID counter	NALP1 yeast inh	OXTR ag	MEKK2mut PB1 HTS	MEKK3 PB1 HTS	GPR7 antagonist	PHOSPHO1 inh
CCc1nnc(NC(=O)C2=CCN(S(=O)(=O)c3ccccc3)CC2)s1	99	-5	-20	-38	-0.3	0	107	-18	32
Cn1c(=O)c(=O)n(C)c2cc(S(=O)(=O)CCC(=O)N3CCOCC3)ccc21	101	-14	1	21	0.8	1	100	-9	38
O=C1OC(N2CCN(C(=O)C3CCCO3)CC2)c2ccccc21 (stereo unspecified)	101	-2	0	3	0.8	1	101	3	-2
CCCC(=O)Oc1cccc(C2NC(=O)c3ccccc3O2)c1 (stereo unspecified)	107	-3	-19	7	-0.1	9	109	0	13
O=C(CCN1C(=O)c2ccccc2C1=O)C1=NN[C@@H]2C(=O)N(c3cccc(F)c3)C(=O)[C@H]12	97	1	-16	35	-0.1	-1	105	-4	5
CCOC(=O)c1ccc(NC(=O)NCCc2ccccc2OC)cc1	102	-11	-19	10	-1.0	-2	106	-5	-6
Cc1nnc(NC(=O)C2C3C=CC(O3)C2C(=O)O)s1 (stereo unspecified)	93	2	4	-1	0.1	-12	85	-14	20
CC1CCc2sc(-c3n[nH]c(=S)o3)cc2C1 (stereo unspecified)	96	-3	-11	-8	-0.4	-3	96	-20	32
CN1CCCC1CCNC1C2CC3CC(C2)CC1C3 (stereo unspecified)	/	-1	14	3	1.6	/	/	8	57
CCCCOC(=O)Nc1nnc(/C=C/c2ccc(OC)cc2)s1	93	7	0	43	-0.7	-3	94	-9	-8
COC(=O)c1sccc1NC(=O)CSc1nnnn1-c1ccccc1F	99	-17	-6	/	-1.1	-1	101	-12	-13
CC(C)(C)c1ccc(C2(C)NC(=O)NC2=O)cc1 (stereo unspecified)	101	8	-3	13	2.3	2	102	8	43

For convenience, some entries already given:
SMILES	MEKK2 WT-MEK5	PfM18AAP inh	DNA FID counter	NALP1 yeast inh	OXTR ag	MEKK2mut PB1 HTS	MEKK3 PB1 HTS	GPR7 antagonist	PHOSPHO1 inh
Cn1c(=O)c(=O)n(C)c2cc(S(=O)(=O)CCC(=O)N3CCOCC3)ccc21	101	-14	1	21	0.8	1	100	-9	38
O=C1OC(N2CCN(C(=O)C3CCCO3)CC2)c2ccccc21 (stereo unspecified)	101	-2	0	3	0.8	1	101	3	-2

Other compounds follow:
SMILES	MEKK2 WT-MEK5	PfM18AAP inh	DNA FID counter	NALP1 yeast inh	OXTR ag	MEKK2mut PB1 HTS	MEKK3 PB1 HTS	GPR7 antagonist	PHOSPHO1 inh
O=C(Nc1ccc(Cl)cc1N1CCOCC1)C1CCCO1 (stereo unspecified)	108	-1	-8	16	0.4	6	105	-3	/
Cc1nn(CC(=O)NC(C)c2ccccc2)c(=O)c2ccccc12 (stereo unspecified)	101	-4	-8	3	-0.9	2	103	17	23
CCCN(CCC)C(=S)NC(=O)c1ccc(Cl)cc1Cl	108	-7	-8	3	-2.2	8	106	6	-1
C/C(=N/NC(=O)c1cc2ccccc2cc1O)c1ccco1	104	7	-10	4	-0.6	4	101	-6	14
O=S(=O)(c1ccc(Cl)s1)N1CCN(c2ncccn2)CC1	95	-1	-6	-4	0.1	-1	91	9	10
CNC(=O)CNC(=O)Nc1ccc(Cl)c(Cl)c1	90	1	0	-1	0.6	-12	90	-11	53
CC1CC(Nc2cccc(O)c2)=CC(=O)O1 (stereo unspecified)	105	27	-2	-1	0.5	14	105	4	12
CC(OC(=O)Cc1n[nH]c(=O)c2ccccc12)C(=O)Nc1ccc(Cl)cn1 (stereo unspecified)	103	2	-16	9	-0.4	8	102	-7	46
O=C(Nc1ccccc1C(=O)NCc1ccccc1)c1ccco1	101	6	-14	3	-1.7	2	99	-11	21
COc1ccc(-c2csc3ncnc(NCCO)c23)cc1	108	-11	-10	16	2.0	4	104	-12	-8
O=C1c2cccc3cccc(c23)C(=O)N1Cc1cccnc1	93	7	-4	-8	-3.2	-9	91	-11	11
N=C1/C(=C/c2cccn2-c2ccc([N+](=O)[O-])cc2)C(=O)N=C2SC=CN12	98	2	-2	-5	-0.3	-1	101	-6	-8
O=C(CSc1nnc(-c2ccccc2)o1)N1CCN(c2ccccc2)CC1	99	2	-2	-38	0.4	2	99	1	20
Cc1ccc(CNC(=O)CCS(=O)(=O)c2ccc3nc(C)sc3c2)cc1	97	-4	-24	0	-0.8	-7	98	-8	-9
O=C(Nc1cccc(F)c1)Nc1cnccn1	106	-2	-10	-6	1.4	6	107	4	28
COc1ccc2[nH]c(=O)c(CNC3CCCCC3)cc2c1	87	8	-2	15	1.1	-8	78*[inhibitor]	-9	7
COc1ccc(-c2ccc(C(=S)N3CCN(C(C)=O)CC3)o2)cc1	100	7	-23	22	-0.5	0	104	2	85*
Cc1cc(=O)[nH]c(N/N=C/c2c(C)nn(-c3ccccc3Cl)c2Cl)n1	94	5	-30	13	1.6	-1	103	-8	40
O=C(Nc1cccc(F)c1)/C(=C\c1ccco1)NC(=O)c1cccs1	109	8	-2	11	-0.7	5	118	14	-38
CC1CN(c2ccc([N+](=O)[O-])cc2F)CCN1C(=O)c1ccco1 (stereo unspecified)	99	2	-13	8	5.4	0	100	9	33
CC1CN(Cc2nc3ccccc3c(=O)[nH]2)CC(C)O1 (stereo unspecified)	107	4	-4	4	1.1	4	105	-7	25
CCOc1ccc(N(CC(=O)Nc2cccc(OC)c2)S(C)(=O)=O)cc1	112	-3	-14	9	0.2	9	106	8	-2
Cc1ccc(SCC(=O)Nc2ccccc2C(=O)N2CCOCC2)cc1	110	-6	-2	19	-0.1	10	103	-2	-28
CN1CCOc2cc(S(=O)(=O)Nc3ccc(F)cc3)ccc21	113	-4	-6	26*	9.9	14	108	-12	23
Cc1ccc(NC(=O)c2ccc(S(=O)(=O)N3CCOCC3)cc2)cc1	102	-6	-15	0	1.0	2	102	-4	17
COc1ccc(C(=O)Nc2ccc(S(=O)(=O)N3CCCCC3)cc2)cc1OC	109	3	-22	11	0.9	5	105	-9	-2
COc1ccc(-c2csc(C3=C(O)CN(Cc4ccc(S(N)(=O)=O)cc4)C3=N)n2)cc1OC	95	3	6	15	-0.2	3	100	-18	19
COc1ccc(/C=C/C(=O)C2CC2)cc1COc1c(C)cccc1C	92	-5	-14	-4	-1.2	-13	103	-14	-14
N#Cc1ccc(S(=O)(=O)NC2CC2)cc1	102	1	0	3	0.7	2	104	-16	28
C[C@@H]1CN(Cc2nc(Cc3ccccc3F)no2)C[C@H](C)O1	93	-7	-4	-23	-1.3	-3	99	-6	53
CN(c1ccc(C(=O)NC2CCCCC2)cc1)S(=O)(=O)c1ccccc1	101	11	-40	6	2.2	5	97	0	20
Cc1cccc2cc(CN(Cc3cccnc3)C(=S)NCCCN(C)C)c(=O)[nH]c12	100	-21	5	3	0.1	-2	102	2	10
COc1ccc(-c2cc3nc(C)n(N)c(=O)c3s2)cc1	92	-8	-5	/	0.1	-21	88	-11	22
O=c1[nH]c2cc(Cl)cc(Cl)c2[nH]c1=O	94	7	3	9	0.1	-4	96	-15	15
COc1ccc(NC(=O)CN(C)S(=O)(=O)c2ccc3c(c2)CCCN3C(C)=O)cc1	99	-2	-21	3	0.6	0	103	-5	16
CC(C)c1nnc(NC(=O)CCC(=O)NC2CCCc3ccccc32)s1 (stereo unspecified)	103	-2	-10	16	-0.8	7	102	-10	-3
O=C(c1ccc(Oc2cc(Cl)cc(Cl)c2)o1)N1CCCCC1	101	4	-15	-7	-3.0	-1	103	-13	20
CC(O)CNCCNCc1c(OCc2ccccc2)ccc2ccccc12 (stereo unspecified)	122	0	36	31	6.3	14	103	4	22
Cc1ccc(-c2cn(S(=O)(=O)c3ccc(C)cc3)nc2N)cc1	102	4	-4	3	-1.4	0	105	-8	5
Cc1cc(C)c(C#N)c(Oc2ccc(O)cc2)n1	106	-9	0	15	-0.4	10	109	-8	14
C=CCn1c(=NC(=O)c2cccs2)sc2cccc(OC)c21	96	3	-10	/	0.6	-19	93	-20	13
O=C(NCC1CC1)C1CCCN(S(=O)(=O)c2ccc(-n3cnnn3)cc2)C1 (stereo unspecified)	108	-4	-5	10	-0.6	2	100	-5	-9
COc1ccc(C2NN=C(c3ccc(C)cc3)S2)cc1OC (stereo unspecified)	76	-7	-7	11	-0.2	-16	78	0	28
Cc1nnc(SC(C)C(=O)Nc2ccc(S(=O)(=O)NC3CCCCC3)cc2)s1 (stereo unspecified)	95	4	-25	-80	14	-1	93	7	18
Cc1ncc(C[n+]2csc(C)c2C)c(N)n1	98	8	0	-14	0.8	-2	108	-11	32
COc1cc(/C=N/n2cc(-c3ccccc3)[nH]c2=S)cc(OC)c1O	99	62*	-8	-23	0.0	4	100	-7	25
COc1ccccc1NC(=O)c1ccccc1SC	105	-6	-1	9	-2.2	3	101	-9	2
O=C(c1ccc2[nH]c(=O)c(=O)[nH]c2c1)N1CCN(Cc2ccccc2)CC1	100	-2	-12	8	0.3	0	98	-13	22
N#Cc1ccc(-c2csc(NNC(=O)c3ccc(Br)cc3)n2)cc1	102	0	-5	13	-0.1	6	108	-5	16
Cc1cc(=O)[nH]c(SCC(=O)Nc2ccc(S(=O)(=O)N3CCOCC3)cc2)n1	101	2	-11	-3	1.1	0	104	-6	29
COc1ccc(C2CC(c3ccccc3)=NN2C(=O)COC(=O)c2nc3nc(C)cc(C)n3n2)cc1 (stereo unspecified)	99	-3	-28	-7	0.9	-7	104	-6	17
COc1ccc(OCc2nnc(SCC(=O)N3CCCC3)o2)cc1	96	-9	-23	10	1.5	-10	97	24*	35
CCOC(=O)Cc1csc(NC(=O)COc2c(C)cccc2C)n1	86	1	-18	0	-0.9	-9	91	-14	32
COc1ccc(C(=O)Nc2cc(C)ccc2NC(=O)COc2ccccc2)cc1	92	-17	-11	29	2.0	-5	89	0	-18
Cc1cc(Nc2cccc(Cl)c2)nc(-c2ccccc2O)n1	121	4	15	8	0.2	11	103	23	24
CCCOc1ccccc1C1CC(=O)Nc2cc3c(cc21)OCCO3 (stereo unspecified)	/	7	-15	-69	15	/	/	4	-10
O=C(NCCc1ccccc1)C1CC(c2ccccc2O)=NO1 (stereo unspecified)	84	4	-2	3	1.4	-10	79	-5	-20
CC(C)c1ccc(NC2CCCN(C(=O)c3ccnc(Cl)c3)C2)cc1 (stereo unspecified)	100	-1	-27	9	-0.8	-2	98	-5	40
CN(C)S(=O)(=O)c1ccc(NC(=O)CNc2cc(S(=O)(=O)N3CCCC3)ccc2OCC(F)(F)F)cc1	97	-6	3	31	-0.9	-1	100	-2	-10
CCN(Cc1ccncc1)C(=O)c1cc(COc2ccc(F)cc2F)on1	104	-5	-29	13	3.7	2	102	-8	37

Source: PubChem (several laboratories)

Not a hit list, and some 6.2% of all compounds hit somewhere here.
